FLuc stim CS: firefly luciferase counter-screen for stimulation assays | P08659 | ATPlite luciferase biochemical, luminescence, 10 min; 0 = ATP-free wells, 1 = DMSO control | activation factor at 10 µM | 200,000 tested, under 10 active;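 active = luciferase activation factor, scaled between plate controls, of at least 2 with compound at 10 µM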
Target sequence (P08659 whole entry, looked up): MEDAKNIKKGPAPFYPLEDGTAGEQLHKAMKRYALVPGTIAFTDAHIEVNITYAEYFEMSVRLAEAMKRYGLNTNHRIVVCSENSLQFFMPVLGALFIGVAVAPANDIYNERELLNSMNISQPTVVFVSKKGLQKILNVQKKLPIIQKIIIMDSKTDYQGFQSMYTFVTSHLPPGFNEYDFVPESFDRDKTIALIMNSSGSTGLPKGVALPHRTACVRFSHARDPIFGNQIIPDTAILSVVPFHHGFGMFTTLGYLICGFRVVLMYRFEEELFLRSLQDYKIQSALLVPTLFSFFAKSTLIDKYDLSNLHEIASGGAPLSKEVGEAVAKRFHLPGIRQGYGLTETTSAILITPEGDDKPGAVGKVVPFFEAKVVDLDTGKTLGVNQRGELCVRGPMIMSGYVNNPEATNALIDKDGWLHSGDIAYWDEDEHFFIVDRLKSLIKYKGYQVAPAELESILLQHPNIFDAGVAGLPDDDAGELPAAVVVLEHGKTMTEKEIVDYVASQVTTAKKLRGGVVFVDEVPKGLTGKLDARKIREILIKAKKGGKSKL
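Assay system: Luciferase/luciferin detection reagent, cell-free biochemical luciferase assay / Read-out: luciferase activation / Benchmarks: No-ATP low control, compound-free enzyme-plus-ATP high control / Medium: PBS buffer for ATP / Detection: luminescence measurement of luciferase light output / Schedule: 10 min at ambient temperature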
APP 5'UTR act: APP 5'UTR luciferase reporter activation. activation, % at 2 µM. 190,000 compounds, 1% hits. AID 1276. SH-SY5Y APP 5'UTR luciferase reporter, luminescence; zero percent = DMSO vehicle wells;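 active = activation above a set limit, based on mean plus 3 SD of controls, cut at about 140% in these data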; note: values of inactives mirror those of a sister screen read the other way
NF-kB neuron act: compounds increasing NF-kB expression in human neuronal cells | fold change at 12.5 µM | 190,000 compounds, 1.6% hits | NF-kB reporter expression; active compounds read high; in the data active = fold change above about 3.3
FLuc inh counter: Photinus pyralis luciferase inhibition counter-screen | inhibition, % at 10 µM | ATPLite firefly luciferase biochemical luminescence, 10 min | AID 1006 | 200,000 compounds, 1.5% hits;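 active = inhibition above about 50% when tested at 10 µM, limit read from the data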
STAT3 activator: increases IL-6 driven STAT3 reporter signal. activation (% of control), % at 5.6 µM. AID 871. 190,000 compounds, 0.91% hits. U3A cells, IL-6 STAT3-luciferase reporter, luminescence; 100% = signal with IL-6 EC80 alone;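 active = activation above the screen-wide mean of compound activation plus 3 SD, cut at about 130% in these data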;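 note: 0% = background luminescence of wells with medium and substrate only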
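Material: human STAT1-deficient U3A cells with stable STAT3-luciferase reporter / Probe or stimulus: IL-6 stimulus at 33 ng/mL final / Schedule: 1 h compound pre-exposure, 6 h IL-6 stimulation, 37 °C / Technique: luminescence / Read-out basis: percent of IL-6-only median luminescence / Control set: IL-6-only high control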
STAT1 activator: STAT1 signaling activation; NIH 3T3 STAT1-luciferase reporter, IFN-gamma, luminescence; 100% = IFN-gamma alone, no compound; activation (% of control), % at 5.5 µM; 200,000 compounds, 2.6% hits; AID 932;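 active = activation above the screen-wide mean activation plus 3 SD, cut at about 130% in these data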;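 note: raw ratio to IFN-gamma control signal so 100% means no change and 0% no light; values of inactives mirror those of a sister screen read the other way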
ROMK primary: human ROMK K+ channel modulation, primary screen. 130,000 compounds, 2% hits. B-score at 10 µM. Tet-inducible ROMK, thallium flux fluorescence; actives lie on both sides. P48048. AID 1918;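 active = signal ratio slope over the read window, or its plate-corrected B-score, at least 3 SD from the plate mean, either direction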;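 note: B-score of the F/F0 ratio slope over 7 to 12 s after thallium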
Target sequence (P48048 whole entry, looked up): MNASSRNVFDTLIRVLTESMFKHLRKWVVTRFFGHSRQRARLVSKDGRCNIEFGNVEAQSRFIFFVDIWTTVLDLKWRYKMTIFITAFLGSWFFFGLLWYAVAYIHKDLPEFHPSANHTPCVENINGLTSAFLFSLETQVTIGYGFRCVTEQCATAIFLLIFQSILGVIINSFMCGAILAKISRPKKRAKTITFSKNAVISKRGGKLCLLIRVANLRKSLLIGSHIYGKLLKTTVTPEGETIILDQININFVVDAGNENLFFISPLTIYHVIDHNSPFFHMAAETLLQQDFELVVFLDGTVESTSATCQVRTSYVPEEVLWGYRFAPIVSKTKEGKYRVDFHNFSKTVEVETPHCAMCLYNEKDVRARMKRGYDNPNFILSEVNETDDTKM
APP transl inh: APP translation inhibition. SH-SY5Y APP 5'UTR-luciferase reporter, luminescence. inhibition, % at 2 µM. 190,000 compounds, 0.82% hits;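 active = inhibition above a set limit, derived from the sample mean plus 3 SD, cut at about 45% in these data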; note: values of inactives mirror those of a sister screen read the other way
STAT1 blocker: inhibitors of IFN-gamma induced STAT1 signaling. 200,000 compounds, 0.35% hits. NIH 3T3 STAT1-luciferase reporter, luminescence. inhibition, % at 5.5 µM;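 active = inhibition above a set limit, the mean inhibition across all tested compounds plus 3 SD, cut at about 34% in these data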;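 note: 0% = IFN-gamma with DMSO and 100% = IFN-gamma with 300 µM nifuroxazide; values of inactives mirror those of a sister screen read the other way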
STAT3 inh: inhibitors of IL-6 induced STAT3 signaling. U3A cells, IL-6 STAT3-luciferase reporter, luminescence; host cell line lacks STAT1. inhibition, % at 5.5 µM. 190,000 compounds, 0.89% hits. AID 862;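 active = inhibition above the mean inhibition across all screened compounds plus 3 SD, cut at about 44% in these data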;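 note: 0% = DMSO only wells and 100% = 100 µM nifuroxazide control wells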
Active calls of the source: *; / = no result given; & = joins results of further samples.

SMILES	FLuc stim CS	APP 5'UTR act	NF-kB neuron act	FLuc inh counter	STAT3 activator	STAT1 activator	ROMK primary	APP transl inh	STAT1 blocker	STAT3 inh
O=C(Nc1ccc(F)cc1)C(Sc1nc2ccccc2[nH]1)c1ccccc1 (configuration not stated)	1	13.1	1.31	-1.6	101.6	93.0	/	-13.1	7.8	0.7
CCOc1ccc(C(C)=O)cc1Cn1nc(C(=O)O)c2ccccc2c1=O	1	-5.0	1.61	-2.4	100.7	100.2	/	5.0	-0.2	4.5
CCOC(=O)N1CCN(C(=O)C(C)SCc2ccccc2)CC1 (configuration not stated)	1.1	-6.2	1.05	-6.2	95.5	104.3	/	6.2	-4.9	8.3
CN1CCN(c2ccc(NC(=O)c3ccc4c(c3)OCCO4)cc2Cl)CC1	0.5	143.6*	3.36*	51.8*	118.6	144.3*	0.477	-143.6	-46.4	-19.1
NC(C(=O)O)C1CC(Cl)=NO1 (configuration not stated)	1.1	-15.3	1.3	-6.9	104.2	109.8	/	15.3	-10.7	-2.4
O=C(c1ccc(Cn2cc(Br)cn2)cc1)N1N=C(C(F)F)CC1(O)C(F)F (configuration not stated)	1.1	-16.2	1.02	-5.8	103.4	92.3	0.889	16.2	10.4	-6.9
Cn1nc(-c2ccccc2)c(CO)c1Oc1ccc(F)cc1	1	19.1	1.18	-3.3	91.0	101.6	0.236	-19.1	-1.8	15.0
Fc1ccc(NCc2nnc3n2CCCCC3)cc1	1.1	13.5	1.07	-5.3	102.1	98.8	-0.489	-13.5	-0.2	4.4
O=C(COC(=O)c1ccccc1Nc1ccccc1)NCc1ccccc1	1	-12.6	1.01	-3.9	98.4	102.6	/	12.6	-2.9	-3.1
CN(C)S(=O)(=O)c1cccc(NC(=O)COC(=O)c2cc(=O)[nH]c(=O)[nH]2)c1	1	-2.8	1.24	-3.1	94.7	92.3	-0.735	2.8	5.6	11.1
COCCCNC(=O)C1CCCN(S(=O)(=O)c2ccc(C)cc2)C1 (configuration not stated)	1.1	-11.6	1.03	-5.1	101.7	95.2	/	11.6	5.2	-1.0
CCC(=O)N1CCN(c2ccc(NC(=S)NC(=O)c3cccc([N+](=O)[O-])c3)cc2)CC1	1.1	/	0.94	-8.4	81.2	96.9	/	/	3.4	28.4
O=C(CNCCc1ccccc1)N1CCc2ccccc2C1	1.1	-8.1	1.63	-6.5	110.3	104.3	0.171	8.1	-6.2	-10.5
CCCCOC(=O)CCCc1ccc([N+](=O)[O-])cc1[N+](=O)[O-]	1	11.5	1.03	0.6	79.1	92.6	1.13	-11.5	6.6	30.4
C[C@@H](C(=O)Nc1ccc2ccccc2c1)[C@H]1C[C@]1(C)[C@H](NC(=O)c1cccnc1)c1ccccc1	1.1	0.9	0.64	-8.4	100.8	103.5	-3.54	-0.9	-3.9	-3.8
COc1ccccc1N1CCN(c2nc3ccccn3c(=O)c2C=O)CC1	1	12.1	1.16	-0.7	97.8	104.7	/	-12.1	-5.2	9.4
COc1ccc(-n2c(C)cc(/C=N/Nc3nc(N4CCOCC4)nc(N4CCOCC4)n3)c2C)cc1	1.1	-11.5	0.46	-8.1	95.2	97.7	/	11.5	2.6	7.8
Cc1cc(NC(=O)CSc2nc(C3CCCCC3)nc3ccccc23)no1	1.1	11.0	1.08	-5.9	92.5	92.5	/	-11.0	8.1	13.1
O=C(NC(=S)NCc1ccccc1)c1ccccc1	1	18.6	1.02	-1.3	91.2	104.3	-0.106	-18.6	-7.3	12.9
O=C(CC(c1ccccc1)c1ccccc1O)N1CCCC1 (configuration not stated)	1.1	11.7	1.09	-5.1	97.6	93.2	-0.0849	-11.7	7.3	7.3
O=C(Nc1ccn(Cc2ccccc2F)n1)c1ccc(COc2ccc(Br)cc2)cc1	0.9	5.5	1.11	6.6	65.9	102.4	0.357	-5.5	-2.7	47.0*
CCN(CC)S(=O)(=O)N1CCC(C(=O)NCc2ccc(C)cc2)CC1	1.1	28.2	0.95	-6.4	102.5	95.5	/	-28.2	4.9	2.1
c1ccc2sc(NN=C3CCCC3)nc2c1	0.4	192.6*	8.8*	62.8*	68.0	126.0	0.268	-192.6	-28.6	40.5
CC(=O)N1N=C(c2ccccc2)OC1c1ccc([N+](=O)[O-])s1 (configuration not stated)	1	-5.5	0.93	1.1	101.6	101.3	-0.177	5.5	-1.9	0.3
CN1CCN(c2ccc(NC(=O)Cc3ccccc3)cc2)CC1	0.9	/	2.35	6.2	103.2	113.1	1.53	-53.3	-15.4	-0.7
C[n+]1ccccc1N1CCN(c2ccccc2Cl)CC1	1	-14.0	0.74	-2.6	105.2	107.7	/	14.0	-8.7	-6.2
COCC1CCN(C(=O)c2cc(COc3ccc4ncccc4c3)on2)CC1	1.1	-10.2	0.73	-7.1	54.9	71.9	-1.07	10.2	29.6	55.3*
COc1ccccc1CN1CC(C(=O)NC2CCCCC2)CC1=O (configuration not stated)	1.1	9.3	1.02	-9.2	101.8	99.9	/	-9.3	0.1	1.7
CCOC(=O)CCCNC(=O)CCNC(=O)c1ccc(OC)cc1	1	-9.5	1	-1.3	98.6	97.0	/	9.5	3.3	5.4
Cc1cc(C)nc(SCC(=O)Nc2ncc3c(n2)CCCC3=O)n1	1.1	-5.8	0.97	-5.2	106.0	96.5	/	5.8	3.8	-2.2

Profiles, looked up by structure:
Results for Cc1cc(C)nc(SCC(=O)Nc2ncc3c(n2)CCCC3=O)n1 : FLuc stim CS = 1.1; APP 5'UTR act = -5.8; NF-kB neuron act = 0.97; FLuc inh counter = -5.2; STAT3 activator = 106.0; STAT1 activator = 96.5; ROMK primary = /; APP transl inh = 5.8; STAT1 blocker = 3.8; STAT3 inh = -2.2
Results for O=C(Nc1ccn(Cc2ccccc2F)n1)c1ccc(COc2ccc(Br)cc2)cc1 : FLuc stim CS = 0.9; APP 5'UTR act = 5.5; NF-kB neuron act = 1.11; FLuc inh counter = 6.6; STAT3 activator = 65.9; STAT1 activator = 102.4; ROMK primary = 0.357; APP transl inh = -5.5; STAT1 blocker = -2.7; STAT3 inh = 47.0*

Next section.
SMILES	FLuc stim CS	APP 5'UTR act	NF-kB neuron act	FLuc inh counter	STAT3 activator	STAT1 activator	ROMK primary	APP transl inh	STAT1 blocker	STAT3 inh
Cc1ccccc1Cn1ccc(NC(=O)c2nc3ncccn3n2)n1	1	-0.3	1.27	1.2	106.6	101.7	0.305	0.3	-0.7	-4.1
CC(C)c1ccc(-c2nc3c([nH]2)c(=O)n(C)c(=O)n3C)cc1	1	-0.2	1.32	-2.6	125.5	107.2	/	0.2	-7.8	-29.8
CN(C)c1ccc(CN2CCCCCC2)cc1	1	11.2	1.29	-4.3	98.9	99.5	/	-11.2	1.1	7.6
CCn1c(SCC(=O)N/N=C/C=C\c2ccccc2[N+](=O)[O-])nnc1-c1ccccc1	1.1	-1.1	0.78	-6.0	142.3*	92.1	/	1.1	8.8	-38.2
CC(=O)Nc1ccc2ccccc2c1	1	-5.4	1.71	-3.7	105.6	99.0	0.0881	5.4	1.0	0.6
COc1cc(/C=N/NC(=O)c2ccc(C)nc2)cc([N+](=O)[O-])c1O	0.8	0.9	1.58	24.1	90.5	98.6	-0.483	-0.9	0.9	13.6
O=C(c1ccco1)[C@@H]1[C@@H]2C(=O)N(c3ccc(F)cc3)C(=O)[C@@H]2C2c3ccccc3C=CN21 (some centres not stated)	1	-6.7	1.22	-4.3	134.3*	103.9	-0.64	6.7	-4.3	-33.8
CCOC(=O)C(=O)N1CCC(C(=O)OC)CC1	0.9	-9.0	1.16	5.1	107.3	99.0	1.31	9.0	-1.0	-1.8
CCOC(=O)C(C)Oc1c(C(=O)OC)sc2ncccc12 (configuration not stated)	1.1	-0.8	0.95	-10.9	105.4	91.1	-0.122	0.8	9.1	-0.3
OCCNc1ncnc2c1ncn2Cc1ccccc1	1.1	-22.4	1.14	-6.3	95.9	102.1	/	22.4	-2.2	8.4
CN1C[C@@H]2C[C@@H](c3cccn3-c3nccs3)N3CCC[C@@]23C1=O	1	13.6	1.05	-3.0	107.6	101.7	1.36	-13.6	-3.5	-4.2
Cc1ccc(C)c(N2C(=O)CC(N3CCN(Cc4ccc5c(c4)OCO5)CC3)C2=O)c1 (configuration not stated)	1	4.8	0.97	2.0	90.5	97.7	-1.95	-4.8	2.6	14.5
O=C(CNC(=O)c1ccccc1)OCc1cccc([N+](=O)[O-])c1	1.1	-6.9	1.06	-6.2	90.9	94.5	-0.729	6.9	6.2	9.0
Cc1nn(-c2ccc3ccccc3c2)c(=O)c2ccccc12	0.9	142.4*	3.21	13.1	124.3	149.2*	-0.00978	-142.3	-54.6	-22.8
O=C(Nc1ccc(Cl)cn1)Nc1ccccc1Cl	1	28.2	1.42	-0.7	100.7	108.2	-0.435	-28.2	-9.2	1.9
COc1ccc(Cl)cc1NC(=O)C(C)NC(c1ccccc1)c1ccccc1 (configuration not stated)	1	-4.6	1.14	-4.3	91.4	93.7	/	4.6	7.0	14.5
COC(=O)c1ccc(NC(c2ccc(Cl)cc2)P(=O)(OC)OC)cc1 (configuration not stated)	1	20.0	0.82	3.7	108.0	106.2	/	-20.0	-6.8	-15.0
COc1ccc(C)cc1NC(=O)C(OC(=O)CNC(=O)c1cccc(F)c1)c1ccccc1 (configuration not stated)	1	7.4	0.87	0.5	99.1	98.2	/	-7.4	2.0	-4.1
Cc1ccc(COc2ccsc2C(=O)O)cc1	1	-3.9	1.16	-4.6	79.1	99.0	1.09	3.9	0.4	32.6
O=C(NCC(=O)N(Cc1ccco1)C(C(=O)NC1CCCC1)c1cccnc1)c1ccco1 (configuration not stated)	/	-8.3	1.29	/	98.1	98.3	/	8.3	1.1	6.0
CCCC(=O)C1=C(O)C(C(=O)OC)C(C)(C)CC1=Nc1ccccc1 (configuration not stated)	1.1	-0.3	1.05	-6.7	101.8	97.4	0.824	0.3	4.1	-0.9
CCP(=O)(c1ccccc1)C(C)(C)O (configuration not stated)	1.1	13.6	1.03	-9.1	95.5	107.0	0.438	-13.6	-7.5	9.2
CC(=O)c1cccc(N=c2scc(-c3ccc(S(=O)(=O)N4CCOCC4)cc3)n2CCO)c1	1.1	-17.1	1.07	-6.2	37.7	78.8	-2.53	17.1	24.2	75.2*
CC(=O)NC12CC3CC(C1)CC(C(=O)OCC(=O)Nc1ncc(Cl)cc1Cl)(C3)C2	/	-5.4&7.8	0.99	/	106.1	98.4	-4.02*	5.4&-7.8	1.7	-1.9
COc1ccc(CCNC(=O)CSc2cccc3cccnc23)cc1OC	1	34.5	0.93	-4.9	103.6	99.6	0.743	-34.5	-1.5	-0.5
S=c1[nH]nc(-c2cc(-c3ccco3)[nH]n2)n1-c1ccccc1	1	-9.1	1.09	2.1	95.8	99.5	/	9.1	0.5	9.0
COc1cc(NC(=O)c2csc3c2CCCC3)ncn1	0.7	62.4	3.33*	30.6	86.3	170.8*	0.513	-62.4	-77.3	17.7
CC1(C)CC(=O)C2=C(C1)NC(SCC(=O)Nc1ccccc1)=C(C#N)C2c1ccco1 (configuration not stated)	1	2.5	1.92	-0.4	107.3	104.1	-1.82	-2.5	-4.4	-5.9

High-throughput results from PubChem.
